LYPLA2 counter: blocks human lysophospholipase 2, a PME1 counter-screen; O95372; recombinant LYPLA2, FP-Rh probe fluorescence polarization; inhibition, % at 5.9 µM; 320,000 tested, 0.38% active; AID 2177;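 active = inhibition above the screen-wide mean plus 3 SD, limit set per campaign, cut at about 26% in these data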;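 note: 0% = LYPLA2 with DMSO and 100% = wells lacking LYPLA2 enzyme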
Target sequence (O95372 whole entry, looked up): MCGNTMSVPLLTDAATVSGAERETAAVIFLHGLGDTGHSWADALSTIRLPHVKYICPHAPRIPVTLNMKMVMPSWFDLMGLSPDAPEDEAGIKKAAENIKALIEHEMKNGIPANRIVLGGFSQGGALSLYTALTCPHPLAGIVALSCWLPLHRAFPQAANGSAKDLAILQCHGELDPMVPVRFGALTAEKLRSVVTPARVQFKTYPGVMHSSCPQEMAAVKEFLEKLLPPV
GSTO1 counter: blocks human GSTO1 in RBBP9 counter-screen; inhibition, % at 5.96 µM; 300,000 tested, 1.1% active; P78417; recombinant GSTO1, activity-based probe fluorescence polarization;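 active = inhibition above the campaign mean inhibition plus 3 SD, cut at about 35% in these data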;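 note: 0% = GSTO1-1 with DMSO and 100% = wells lacking GSTO1-1 enzyme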
Target sequence (P78417 whole entry, looked up): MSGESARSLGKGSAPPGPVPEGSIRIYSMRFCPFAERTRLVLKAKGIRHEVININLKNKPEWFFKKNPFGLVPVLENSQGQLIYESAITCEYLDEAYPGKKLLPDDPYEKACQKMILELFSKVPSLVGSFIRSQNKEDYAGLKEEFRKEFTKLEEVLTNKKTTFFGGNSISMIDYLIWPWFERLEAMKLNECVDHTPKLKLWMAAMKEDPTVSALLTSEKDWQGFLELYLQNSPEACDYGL
pPAFAH FP inh: pPAFAH (human) enzyme inhibition | Q13093 | recombinant pPAFAH, FP-rhodamine probe fluorescence polarization | inhibition, % at 3.39 µM | 330,000 tested, 1.5% active;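 active = inhibition above the mean inhibition across the screen plus 3 SD, cut at about 25% in these data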;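 note: inhibitors block binding of the rhodamine activity-based probe so polarization drops; 0% = enzyme with DMSO and 100% = wells lacking pPAFAH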
PREPL inhibitor: inhibits the human prolyl oligopeptidase-like enzyme | Q4J6C6 | recombinant PREPL, fluorescence polarization activity-based probe | inhibition, % at 5.96 µM | 320,000 tested, 0.68% active; in the data active = inhibition above about 43%;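 note: 0% = enzyme with DMSO and 100% = wells lacking enzyme; many of its hits are not listed in these tables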
PME-1 primary: blocks human protein phosphatase methylesterase 1; inhibition, % at 5.9 µM; Q9Y570; 320,000 tested, 0.53% active; recombinant PME-1, FP-Rh probe fluorescence polarization;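 active = inhibition above the campaign mean of all compounds plus 3 SD, cut at about 26% in these data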;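 note: competitive labeling of PME-1 active site by serine hydrolase directed probe; 0% = PME-1 with DMSO and 100% = wells lacking PME-1 enzyme; inhibitors block probe labeling so polarization falls and inhibition rises; many of its hits are not listed in these tables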
PAFAH1B3 inh: blocks human PAF acetylhydrolase 1B catalytic subunit 3 | 340,000 tested, 0.28% active | inhibition, % at 3.39 µM | recombinant PAFAH1B3, FP-rhodamine probe, fluorescence polarization | Q15102;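 active = inhibition above the screen-wide average of all tested compounds plus 3 SD, cut at about 25% in these data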;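 note: 0% = enzyme with DMSO only and 100% = wells lacking PAFAH1B3 protein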
LYPLA1 inh: counter-screen for PME1 inhibitors: inhibitors of human LYPLA1. recombinant LYPLA1, FP-Rh probe fluorescence polarization. AID 2174. 320,000 tested, 0.16% active. inhibition, % at 5.9 µM. O75608;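 active = inhibition above the mean of all tested compounds plus 3 SD, set per campaign, cut at about 14% in these data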;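 note: inhibitors block serine hydrolase probe labeling of LYPLA1 so polarization falls; 0% = enzyme with DMSO and 100% = wells lacking LYPLA1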
Target sequence (O75608 whole entry, looked up): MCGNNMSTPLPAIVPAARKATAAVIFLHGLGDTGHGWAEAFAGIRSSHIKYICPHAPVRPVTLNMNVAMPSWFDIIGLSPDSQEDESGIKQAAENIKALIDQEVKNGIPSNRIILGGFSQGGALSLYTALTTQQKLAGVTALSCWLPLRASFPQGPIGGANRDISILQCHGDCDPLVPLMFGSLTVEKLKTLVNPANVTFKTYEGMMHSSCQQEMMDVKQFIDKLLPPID
PAD4 inh: blocks human protein arginine deiminase 4. Q9UM07. recombinant PAD4, RCA probe fluorescence polarization. inhibition, % at 6.36 µM. 330,000 tested, 0.41% active;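 active = percent inhibition above a cutoff equal to the mean of all tested compounds plus 3 SD, cut at about 15% in these data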;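 note: 0% = PAD4 with RCA probe and DMSO and 100% = probe without PAD4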
PAFAH1B2 inh: blocks human PAF acetylhydrolase 1b catalytic subunit 2; 340,000 tested, 1.2% active; inhibition, % at 3.39 µM; AID 492953; recombinant PAFAH1B2, FP-rhodamine activity probe, fluorescence polarization; P68402;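 active = inhibition above the mean of all tested compounds plus 3 SD, cut at about 24% in these data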;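 note: 0% = enzyme with DMSO and 100% = wells lacking PAFAH1B2; many of its hits are not listed in these tables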
Target sequence (P68402 whole entry, looked up): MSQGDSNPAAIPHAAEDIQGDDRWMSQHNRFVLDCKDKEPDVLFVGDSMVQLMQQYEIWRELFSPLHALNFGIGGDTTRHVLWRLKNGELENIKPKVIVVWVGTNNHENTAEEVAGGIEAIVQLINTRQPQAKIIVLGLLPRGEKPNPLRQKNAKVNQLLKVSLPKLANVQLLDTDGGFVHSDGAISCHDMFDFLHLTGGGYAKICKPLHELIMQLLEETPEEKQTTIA
Starred values were filed as active, the others as inactive; nt = no result given.

SMILES	LYPLA2 counter	GSTO1 counter	pPAFAH FP inh	PREPL inhibitor	PME-1 primary	PAFAH1B3 inh	LYPLA1 inh	PAD4 inh	PAFAH1B2 inh
Cc1cc(NC(=O)c2cc(-c3cccs3)on2)no1	-3	3	-2	1	-3	-1	-1	-2	4
Cc1cc(C(=O)CSc2nnc(-c3ccccc3)n2-c2ccccc2)c(C)n1-c1ncn[nH]1	-2	-1	-5	-8	-8	0	-6	1	5
FC(F)(F)c1cc(-c2ccco2)nc(NCc2cccnc2)n1	-6	-10	23	-6	3	2	-8	-4	-1
COC(=O)C1=C(C(=O)OC)[C@@H]2N(C)c3ccccc3[C@@]23C[C@@H](C(=O)OC)N(C(=O)c2ccc(Br)cc2)C3=N1	5	7	-4	5	1	11	-5	3	-2
Cc1ccc2sc(NC(=O)C3CC3)nc2c1C	1	-12	3	-11	1	0	-3	0	-2
COc1cccc2sc(/N=C/N(C)C)nc12	4	1	0	18	-2	-2	2	-2	-1
C=CCSC1=N/C(=C\C=C\c2ccco2)C(=O)S1	4	45*	61*	11	2	13	3	-1	6
Cc1ccc(S(=O)(=O)NC(=O)c2ccc(Br)o2)cc1	4	0	-1	6	-1	7	-3	1	2
CC1Cc2ccccc2N1C(=O)CSc1nnc(C2CC2)n1C (stereo unspecified)	-6	4	-5	2	-2	11	-4	-3	10
O=C(O)CCN1C(=O)c2ccc(Oc3ccc([N+](=O)[O-])cc3)cc2C1=O	7	0	4	-4	-2	-1	2	-6	4
COc1cccc(C2C(C(=O)c3cc4ccccc4o3)=C(O)C(=O)N2CCN2CCOCC2)c1 (stereo unspecified)	-7	12	-1	8	-3	6	-3	-4	4
Cc1ccc(CN2CCN(Cc3ccc(-n4cccn4)cc3)CC2CCO)cc1 (stereo unspecified)	3	10	-2	2	-11	6	-1	3	-2
O=C(Nc1ccccc1)NC1(C(=O)NCc2ccc3c(c2)OCO3)CCCCC1	4	18	-1	3	5	7	0	7	1
O=C(c1cnc2n(c1=O)CCS2)N(C1CCCCC1)C1CCCCC1	-1	8	2	10	0	1	-2	2	6
O=C(c1ccco1)N1CCN(C(=O)C(Sc2ccccc2)c2ccccc2)CC1 (stereo unspecified)	-2	-5	1	8	5	15	-2	-5	8
O=C(CSc1nnc(CNc2ccc(Cl)cc2)o1)Nc1nc2ccccc2s1	-6	0	13	11	-1	7	-3	-2	1
O=C(NC(=S)Nc1ccc(F)c(Cl)c1)C1CC1	1	4	7	-4	6	4	1	-1	-3
COc1ccccc1NC(=O)c1ccc(S(=O)(=O)N2CCCC2)cc1	7	4	2	3	3	7	3	-2	-2
Cc1cc(C)nc(/N=C(\N)Nc2ccc(OCCC(C)C)cc2)n1	9	4	4	5	0	-2	-5	-2	0
COc1ccc(CNC(=O)C[C@H]2C[C@H](C(=O)N3CCOCC3)[C@@]3(C)c4[nH]c5cc(CCC(=O)N(C)C)ccc5c4CCN3C2=O)cc1OC	nt	nt	5	nt	nt	11	nt	-2	2
O=C(c1ccc2c(c1)N(Cc1ccccc1)C(=O)c1ccccc1S2)N1CCCC1	2	-2	5	4	2	10	1	4	0
COc1ccc2c(c1)[nH]c1c(N3CCN(Cc4ccc5c(c4)OCO5)CC3)ncnc12	2	-10	31*	67*	26*	1	-6	0	7
Cn1c(=O)[nH]c(=O)c2c1nc(N/N=C/c1ccncc1)n2Cc1ccc(F)cc1	-4	9	2	6	6	nt	1	3	nt
O=C(O)C1CCCN(C(=O)NCc2ccccc2)C1 (stereo unspecified)	7	-1	2	-1	-2	10	0	-6	-1
O=c1cc(N2CCN(c3cccc(Cl)c3)CC2)[nH]c(=O)n1C1CCCCC1	3	8	9	-1	-7	4	-1	-5	5
COc1ccc2[nH]c3c(c2c1)CCN1C(=O)C(CC(=O)NCCN2CCOCC2)C[C@H](C(=O)N2CCCCC2)[C@@]31CCc1ccccc1 (stereo partly specified)	nt	nt	-4	nt	nt	-3	nt	5	3
Cc1ccc(C)c(S(=O)(=O)N2CCCOC2CNC(=O)C(=O)NC2CCCCC2)c1 (stereo unspecified)	2	3	-7	8	-3	0	1	-5	-1
O=C(CN1C(=O)NC2(CCCCC2)C1=O)N(Cc1ccco1)Cc1cccs1	3	-9	2	-2	-2	7	2	1	8
O=C(NC1CCN(Cc2ccccc2)CC1)C1CCN(S(=O)(=O)c2ccccc2)CC1	-3	4	3	0	5	7	-1	-3	-3
CN1CCN(C(c2cccnc2)c2ccc3cccnc3c2O)CC1 (stereo unspecified)	0	-9	5	-2	2	5	-1	-2	0
Cc1ccc(C)c(NC(=O)CSc2nc3c(oc4ccccc43)c(=O)n2-c2ccccc2)c1	-11	1	0	-4	-10	-2	-4	-3	-6
O=C(CCc1ccccc1Cl)NC1CCCN(c2ccc(C(F)(F)F)cn2)C1 (stereo unspecified)	8	-3	4	3	3	6	4	0	0
O=C1NC(NS(=O)(=O)c2ccccc2)(C(F)(F)F)C(=O)N1Cc1ccccc1 (stereo unspecified)	0	13	1	15	-5	15	-1	-3	4
CC(C)(C)c1ccc(/C([O-])=C(/C(=S)NCc2ccco2)[n+]2ccccc2)cc1	5	4	13	18	-6	nt	0	-5	nt
CCOCCCNC(=S)Nc1ccc2nc3n(c(=O)c2c1)CCCCC3	9	8	0	12	4	2	4	4	0
Cc1csc(=O)n1CCC(=O)OCC(=O)Nc1cc(Cl)ccc1[N+](=O)[O-]	6	8	3	18	2	16	0	-1	-2
N#CC1=C2SC=C(c3ccc(Br)cc3)N2CCCC1=O	-7	15	-5	-14	-11	3	-7	1	2
NNC(=O)COc1cccc2cccnc12	1	-2	5	7	-3	11	0	2	2
CCCCC(=O)Nc1ccc(Br)cc1C(=O)O	-7	-16	0	3	1	-8	0	-6	0
CCOc1ccc(CN(C)C(=O)c2ccc(=O)[nH]c2)cc1	4	-5	1	12	-1	2	2	0	5

Profiles as entered above. Values in the order: LYPLA2 counter	GSTO1 counter	pPAFAH FP inh	PREPL inhibitor	PME-1 primary	PAFAH1B3 inh	LYPLA1 inh	PAD4 inh	PAFAH1B2 inh
`COc1ccc2[nH]c3c(c2c1)CCN1C(=O)C(CC(=O)NCCN2CCOCC2)C[C@H](C(=O)N2CCCCC2)[C@@]31CCc1ccccc1` (stereo partly specified) is listed with nt	nt	-4	nt	nt	-3	nt	5	3
`COc1ccc2c(c1)[nH]c1c(N3CCN(Cc4ccc5c(c4)OCO5)CC3)ncnc12` is listed with 2	-10	31*	67*	26*	1	-6	0	7
`CCCCC(=O)Nc1ccc(Br)cc1C(=O)O` is listed with -7	-16	0	3	1	-8	0	-6	0

Later entries
SMILES	LYPLA2 counter	GSTO1 counter	pPAFAH FP inh	PREPL inhibitor	PME-1 primary	PAFAH1B3 inh	LYPLA1 inh	PAD4 inh	PAFAH1B2 inh
Cn1c(Sc2ccc(C(=O)O)cc2[N+](=O)[O-])nnc1-c1ccccc1	-2	-6	1	-6	-4	8	-1	0	0
Cc1ccc(C(=O)N2CCN(c3ccccn3)CC2)cc1[N+](=O)[O-]	0	-1	0	-4	3	0	-2	6	-4
CC1CCC2C(=O)N(c3ccccc3OC(=O)c3ccccc3)C(=O)C2C1 (stereo unspecified)	-11	-9	-1	-3	-7	9	-3	1	12
CCCCC(CCC(=O)Nc1ccc(C(=O)OCC)cc1)C(=O)O (stereo unspecified)	-3	0	-2	-4	-2	2	-5	-3	5
CCN(CC)c1ccc(NC(=O)c2cnc3ccccn3c2=O)c(C)c1	8	8	10	10	5	7	2	-3	2
Cn1c(=O)n(Cc2ccccc2)c(=O)c2c1nc1n2CCS1	-4	0	-2	-3	-2	-4	-6	-6	2
CCOC(=O)CSc1nnc(-c2cccs2)n1-c1ccccc1	2	-5	4	9	-2	6	1	1	11
Cc1cc(NC(=O)C2CCCN2C(=O)Nc2c(C)cccc2C)ccc1-n1cnnn1 (stereo unspecified)	6	-2	-1	-25	-7	9	2	-3	6
O=c1cc(CN2CCN(C/C=C/c3ccccc3)CC2)c2cc(O)c(-c3ccccc3)cc2o1	3	3	0	-18	3	-1	-2	-3	2
COc1ccc(NC(=O)c2ccc(NC(=O)CSc3nccc(=O)[nH]3)cc2)cc1	3	12	-4	-4	1	0	1	2	-1
c1ccc(CNc2nc3ccccc3n2CCN2CCOCC2)nc1	8	0	4	4	1	10	-1	4	1
COc1cc(NC(=O)CN(c2cc(C)cc(C)c2)S(=O)(=O)c2c(C)noc2C)cc(OC)c1	-2	-9	-3	-9	-3	-6	-1	-1	-2
CC(=O)Nc1ccc(OC(=O)c2cc3cc(Br)ccc3oc2=O)cc1	-2	-2	4	3	2	7	-4	-3	9
CC(C)C(NC(=O)c1c(F)cccc1F)C(=O)N1CCN(S(=O)(=O)/C=C/c2ccccc2)CC1 (stereo unspecified)	4	nt	2	5	4	11	-2	1	4
Cc1ccc2nc(SCC(=O)Nc3cccc(S(=O)(=O)N(C)C)c3)[nH]c2c1	-5	-5	4	16	4	2	-5	3	0
CSCC[C@H](NC(=O)Cc1ccc(Cl)cc1)C(=O)N1CCC2(CC1)NCCc1[nH]cnc12	-1	-1	7	12	-5	2	-3	4	-3
Cc1ccccc1Nc1nc(CSc2nnnn2-c2ccccc2)cs1	1	-11	10	8	8	5	3	-8	-2
Cc1csc(NC(=O)CSc2ncnc3c2cnn3-c2ccccc2Cl)n1	1	-24	3	18	-2	11	1	15*	5
O=C(Nc1nnc(C2CCCCC2)s1)C1CC(=O)N(c2ccc(F)cc2)C1 (stereo unspecified)	1	-3	-8	10	-2	-1	0	-1	-7
Cc1nc2ccc(C(=O)O)cc2nc1C	0	1	4	8	-1	9	1	1	1
CCCc1cc(=O)n2c(nc3ccccc32)[nH]1	-4	-3	-2	9	-2	9	1	-7	-3
COc1ccc(N(C)S(=O)(=O)c2cccc(C(=O)Nc3nc(C)c(C(C)=O)s3)c2)cc1	-15	nt	1	-4	1	11	-12	-5	3
CCC1CCCCN1CCCNC(=O)c1cn(CC)c2ccc(S(=O)(=O)N(C)C3CCCCC3)cc2c1=O (stereo unspecified)	0	-3	1	4	17	1	2	-5	5
O=C(c1ccccc1)N(Cc1cccnc1)C1(C(=O)Nc2ccccc2)CCCCC1	5	-2	-1	1	5	1	-1	1	0
O=C(Cc1ncc(C(F)(F)F)cc1Cl)NC1CC1	8	6	4	3	-5	-6	1	-2	4
O=C(CN1CCN(c2ccc(F)cc2)CC1)Nc1cccc(C(F)(F)F)c1	11	10	2	4	3	-1	1	0	3
O=C(CN1CCOCC1)NCCNS(=O)(=O)c1ccccc1	0	1	-2	12	-16	-4	-2	3	-1
COc1ccccc1CNC(=O)COC(=O)c1cc(=O)[nH]c2ccccc12	0	nt	2	4	8	2	0	-2	2
COCCCNC(=O)C[C@H]1C[C@H](C(=O)N2CCCCC2)[C@@]2(CCc3ccccc3)c3[nH]c4cc(CCC(=O)N(C)C)ccc4c3CCN2C1=O	nt	nt	-9	nt	nt	0	nt	-7	0
O=C(NCCc1ccc(Cl)cc1)C1CCN(C(=O)N2CCOc3ccccc32)CC1	-4	1	4	33	2	-1	-5	3	12
CC1CN(C(=O)Nc2ccccc2)c2ccccc2-[n+]2ccsc21 (stereo unspecified)	5	3	-5	5	-4	10	-1	-2	2
Cc1cccc(N(C)S(=O)(=O)c2c(C)noc2C)c1	5	5	3	-15	-6	3	1	1	1
CCC(=O)Nc1nnc(SCC(=O)Nc2ccc3c(c2)OCCO3)s1	3	-3	0	10	0	5	0	-7	3
CC(C)N1CCN(Cc2ccc3nsnc3c2)CC1CCO (stereo unspecified)	-7	17	3	9	3	8	-1	-3	4

Assay outcomes from PubChem BioAssay.

This is a subset; rates above refer to the full screens.
